OXTR potentiator = potentiators of human oxytocin receptor; activation, % at 3 µM; hit rate 0.061% among 320,000; AID 2445; CHO-OTR cells, Fluo-8 calcium fluorescence, potentiator mode; 0% = oxytocin EC15, 100% = EC100;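 active = activation above that plate's cutoff, the mean activation of tested compounds plus 3 SD, cut at about 6.6% in these data, passing the limit was not always enough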;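 note: 100% uses oxytocin at 75 nM as the full agonist control; some results filed as inactive read as strong as hits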
Target sequence (P30559 whole entry, looked up): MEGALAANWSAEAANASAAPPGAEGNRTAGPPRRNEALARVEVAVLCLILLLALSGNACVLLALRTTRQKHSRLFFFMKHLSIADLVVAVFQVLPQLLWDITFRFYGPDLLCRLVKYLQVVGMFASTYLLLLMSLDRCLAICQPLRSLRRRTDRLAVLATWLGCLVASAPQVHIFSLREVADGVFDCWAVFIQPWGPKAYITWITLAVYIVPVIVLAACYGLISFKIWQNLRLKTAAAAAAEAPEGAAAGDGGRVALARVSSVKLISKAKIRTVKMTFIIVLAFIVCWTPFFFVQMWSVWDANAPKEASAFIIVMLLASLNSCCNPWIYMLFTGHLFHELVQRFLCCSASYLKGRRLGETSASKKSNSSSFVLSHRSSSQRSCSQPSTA
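System: human OTR in CHO cells / Also added: sub-maximal oxytocin, roughly EC15 / Control set: EC15 oxytocin low, 75 nM oxytocin high / Schedule: 6 min compound pre-incubation at room temperature, 100 s kinetic read / Compound: single-point 3.0 µM / Replication: singlicate / Technique: Fluo-8 calcium dye fluorescence / Read-out basis: % activation of max/min ratio relative to oxytocin controls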
NALP1 yeast inh = NALP1 inhibition | hit rate 0.61% among 280,000 | S. cerevisiae NALP1/ASC/caspase-1 growth, X-gal OD620, 72 h | AID 2071 | inhibition, % at 10 µM; in the data active = inhibition mostly above about 24%, no sharp cut-off; inactive = mostly below about 32%; note: some compounds called inactive have numbers as strong as hits
OXTR agonist = human OXTR agonism. P30559. CHO-OTR cells, Fluo-8 calcium fluorescence; normalized: DMSO 0%, oxytocin 100%. activation, % at 3 µM. hit rate 0.32% among 320,000. AID 2435;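 active = activation above the mean of all tested compounds plus 3 SD, cutoff set per screening run, cut at about 20% in these data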;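 note: peak over basal fluorescence ratio from a 100 s FLIPR kinetic read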
MEKK2 WT-MEK5 = raises or lowers MEK5 binding to wildtype human MEKK2 PB1 domain; bead flow cytometry, Alexa488-MEK5 binding to MEKK2 WT; actives lie on both sides; binding response (% of control), % at 10 µM; hit rate 1.1% among 290,000; in the data active = binding response below about 67% or above about 130%
PfM18AAP inh = PfM18AAP enzyme inhibition. inhibition, % at 7.35 µM. AID 1822. recombinant PfM18AAP, H-Glu-NHMec fluorogenic cleavage. hit rate 1.2% among 290,000;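 active = inhibition above the campaign mean inhibition over all tested compounds plus 3 SD, cut at about 28% in these data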;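 note: 0% = plate median of test compound wells and 100% = 2 mM ZnCl2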
MEKK2 mut-MEK5 = signal of MEK5 binding to mutant human MEKK2 PB1 domain; bead flow cytometry, Alexa488-MEK5 binding to MEKK2 mutant; percent response, % at 10 µM; hit rate 0.35% among 290,000; AID 1530; in the data active = percent response above about 24%, passing the limit was not always enough; note: inactives centre near 1; some results filed as inactive read as strong as hits
GalR3 antag = human GalR3 antagonism. O60755. HEK293 GalR3-CNG cAMP membrane potential fluorescence; galR3 body fused to GalR1 C-terminus. inhibition, % at 3 µM. hit rate 0.44% among 360,000;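 active = inhibition above the screen-wide average plus 3 SD, cut at about 13% in these data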;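 note: forskolin and galanin both at EC90 stimulate the cells; cAMP rise reported by CNG channel membrane potential dye signal; 0% = forskolin plus galanin with DMSO and 100% = forskolin alone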
Target sequence (O60755 1-299 limits assumed): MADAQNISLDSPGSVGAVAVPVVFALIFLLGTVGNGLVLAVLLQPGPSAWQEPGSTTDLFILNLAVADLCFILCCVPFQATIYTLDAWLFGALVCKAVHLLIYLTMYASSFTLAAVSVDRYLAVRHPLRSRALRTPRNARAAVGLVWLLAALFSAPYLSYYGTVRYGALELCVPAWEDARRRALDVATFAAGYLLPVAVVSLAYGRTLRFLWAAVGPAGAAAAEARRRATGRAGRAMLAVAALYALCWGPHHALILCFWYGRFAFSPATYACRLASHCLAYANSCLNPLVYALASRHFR
GPR7 antagonist = human neuropeptides B/W receptor 1 antagonism; P48145; GPR7-expressing cells, fluorescence antagonist assay; inhibition, % at 4.4 µM; hit rate 1.1% among 290,000; AID 1861; in the data active = inhibition above about 16%, passing the limit was not always enough;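 note: cells stimulated with the agonist NPW; 0% = agonist with vehicle and 100% = vehicle without agonist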
Target sequence (P48145 whole entry, looked up): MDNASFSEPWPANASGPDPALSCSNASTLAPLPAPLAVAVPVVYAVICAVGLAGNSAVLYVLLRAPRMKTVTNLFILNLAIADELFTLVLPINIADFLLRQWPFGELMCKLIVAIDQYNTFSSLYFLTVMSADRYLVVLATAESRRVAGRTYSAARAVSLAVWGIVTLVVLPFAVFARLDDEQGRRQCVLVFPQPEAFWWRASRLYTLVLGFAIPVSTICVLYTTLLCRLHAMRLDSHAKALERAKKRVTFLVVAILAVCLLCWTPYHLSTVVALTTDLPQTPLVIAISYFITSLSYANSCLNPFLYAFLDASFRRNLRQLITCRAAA
V1aR counter = activates human V1a receptor in oxytocin agonist counter-screen; CHO-V1R cells, Fluo-8 calcium fluorescence, agonist mode; 0% DMSO, 100% 3 nM vasopressin; activation, % at 3 µM; hit rate 0.25% among 320,000; AID 2797; P37288;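 active = activation above the mean activation of all tested compounds plus 3 SD, per screening run, cut at about 20% in these data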;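 note: signal is peak over basal fluorescence ratio across a 100 second FLIPR read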
* = called active by the depositor; . = not tested or not shown; [ ] = another dose, or the depositor's remark.

SMILES	OXTR potentiator	NALP1 yeast inh	OXTR agonist	MEKK2 WT-MEK5	PfM18AAP inh	MEKK2 mut-MEK5	GalR3 antag	GPR7 antagonist	V1aR counter
CCOC(=O)N1CCN(C(=S)Nc2ccccc2C(C)C)CC1	-10	-14	-0.1	96	-9	-5	-2	-3	-0.7
CCc1nnc(SCc2cccc(F)c2)nc1CC	-17	.	-1.7	103	.	1	-3	.	-0.7
CCOC(=O)c1cc(-c2ccccc2)nn1CCC#N	-8	13	-1.1	103	-2	3	4	-7	-1.2
Cc1ccc(NC(=O)Nc2cc(S(=O)(=O)N(C)C)ccc2C)cc1	-6	-7	-1.5	93	4	-6	-6	-11	0.0
CCOC(=O)c1c(C)[nH]c(C(=O)COC(=O)COc2ccccc2C)c1C	-13	26	-1.0	95	-14	-6	1	-10	1.9
CCC(C)(C)n1nnnc1C(C(C)C)N1CCN(C)CC1 (configuration not stated)	-9	-5	1.1	102	-1	2	0	-4	-0.1
COc1ccc(C2(O)CCN(C(=O)c3c(F)cccc3F)CC2)cc1	-4	27	0.9	.	-1	.	-2	-8	0.1
CCNc1c(NS(=O)(=O)c2ccc(OC)c(Cl)c2)c(=O)oc2ccccc12	-4	12	-0.1	104	6	4	7	-14	0.9
COc1ccc(S(=O)(=O)N(CC(=O)NCc2ccncc2)c2cc(C)cc(C)c2)cc1OC	-1	8	1.6	105	3	2	-9	-12	2.8
CSc1nc(C)c(CCOCc2ccccc2)c(=O)[nH]1	2	37	0.1	107	1	3	-3	0	0.6
O=C(Nc1ccc(N2CCOCC2)c2nonc12)C1CCCC1	-10	-2	1.9	97	0	1	-2	-7	0.8
Cc1nc2nc[nH]n2c(=O)c1NS(C)(=O)=O	-8	-1	-0.1	106	-3	3	-4	0	1.0
O=C(c1cncc(Br)c1)N1CCN(S(=O)(=O)c2ccccc2)CC1	0	5	0.8	101	-2	1	-5	-5	0.7
NC(=O)NN=C1C2CCCC1C(c1ccccc1)NC2c1ccccc1 (configuration not stated)	-4	-12	-2.9	96	6	-3	2	-14	-0.9
CCOc1cc(-c2noc(CCC(=O)NCCc3ccccc3)n2)ccc1OC	-8	20	-1.1	103	-5	6	-4	2	-0.4
CCOc1ccccc1OCC(=O)N/N=C(\C)Cc1ccc(OC)cc1	0	12	0.1	100	0	-3	22*	6	-0.2
CCC(=O)N1c2ccccc2[C@@H](N(C(C)=O)c2ccccc2)C[C@H]1C	-20	8	-0.3	107	-2	5	-4	-3	-0.3
COc1cc(OC)cc(C(=O)NNC(=O)CN2C(=O)NC3(CCCC3)C2=O)c1	1	.	2.0	.	.	.	-6	.	-0.1
COc1ccc(/C=N/Nc2nc3ccccc3c(=O)[nH]2)cc1	-5	1	-1.0	.	15	.	-5	-1	-0.2
O=C1NC(=O)C(c2cccs2)(c2cccs2)N1	-3	11	0.1	96	-12	-4	-12	-10	1.1
COc1ccc(NC(=O)CCc2ccccc2)cc1S(=O)(=O)N1CCCCC1	-7	.	4.1	.	.	.	-4	.	5.1
CCN(CC)C(=O)CSc1ccccc1N	-4	-1	0.2	99	-4	-1	-5	-19	2.2
O=C(COC(=O)c1ccc(Cl)cc1O)NC(=O)C1CCCCC1	-12	-6	0.0	99	-1	-6	0	-26	-1.0
CCN(CC)S(=O)(=O)c1ccc(NN=C2CCN(C(C)C)CC2)c([N+](=O)[O-])c1	1	21	-0.5	85	3	-18	3	-13	-0.2
O=C(Cn1cc(SCc2ccc(F)cc2)c2ccccc21)N1CCOCC1	-3	18	0.1	94	-2	5	5	0	0.9

Additional structures.
SMILES	OXTR potentiator	NALP1 yeast inh	OXTR agonist	MEKK2 WT-MEK5	PfM18AAP inh	MEKK2 mut-MEK5	GalR3 antag	GPR7 antagonist	V1aR counter
CC(=O)Oc1ccc(C(=O)Nc2cc(C)ccc2NC(=O)COc2ccccc2)cc1	-7	3	4.9	.	-8	.	.	13	3.4
O=C(c1ccc2c(c1)OCO2)C1CCCN(C(=O)Nc2ccc(F)cc2F)C1 (configuration not stated)	7	-1	-0.9	81	3	-14	0	1	-0.6
Nc1ccc(C(=O)NCCCCCCNC(=O)c2ccc(N)cc2)cc1	-5	15	0.0	97	1	2	-10	13	-0.4
CC(C)[C@H](NS(=O)(=O)c1ccccc1)C(=O)OCn1nnc2ccccc2c1=O	-2	-3	3.9	104	-7	9	-3	-4	1.8
CC(=O)NC1=NN(c2ccccc2)C(=O)C1	1	4	0.7	99	5	-1	-3	-2	1.7
CCCc1nc2ccccc2c(=O)n1-c1ccc(C(=O)OCC)cc1	-2	-12	-0.1	97	-3	3	-4	-1	-0.8
CCOC(=O)c1ccc(N2Cc3ccccc3C2=NC(=O)c2ccncc2)cc1	.	9	.	105	-8	4	7	-7	.
O=C(NCCc1ccccc1)c1c(F)cccc1F	-8	11	-0.2	96	-2	-5	-2	-1	0.6
Cc1cnc(NC(=O)CCc2ccccc2)s1	-8	17	-0.2	107	-2	5	-2	4	-0.1
CCN1C(=O)/C(=C/C=C2\C=CN(CC)c3ccccc32)SC1=S	-6	14	0.1	42*[inhibitor]	12	-6	-9	-4	0.1
COC(=O)c1ccsc1NC(=O)c1ccco1	-8	19	-1.3	106	-8	6	-3	-24	-1.6
CCC(C)[C@H](NC(=O)N1CCCC1)C(=O)O (some centres not stated)	3	13	0.1	102	-4	4	-3	-5	0.5
COc1ccc(S(=O)(=O)N2CCOCC2)cc1C(=O)N(C)Cc1ccco1	-10	.	-0.7	.	.	.	7	.	-0.4
CC(C)C1CCN(C(=O)C2CCC(=O)N(CCc3ccc(Cl)cc3)C2)CC1 (configuration not stated)	-11	3	0.9	113	6	9	-3	10	5.6
O=C(O)CCNS(=O)(=O)c1cccc(Br)c1	-2	.	-0.7	94	3	-2	-3	0	-0.1
CC(c1nccs1)N(C)C(=O)CCc1nnc(CCc2ccccc2)o1 (configuration not stated)	1	5	1.9	88	-16	-12	5	2	-0.5
COc1ccc(/C=N/Nc2nncc3ccccc23)cc1	-4	39	-0.9	109	-1	11	-7	2	0.0
CC(C)(C)NCc1cc(Br)ccc1OCc1cccs1	-5	18	0.8	113	0	14	-7	13	2.1
CCOc1ccc(/C=N/n2c(C)nnc2C)cc1OC	1	0	0.9	95	-15	-7	-1	1	0.3
CC1CCCN(S(=O)(=O)c2ccc3c(c2)n(C)c(=O)c(=O)n3C)C1 (configuration not stated)	-5	.	0.1	59	2	-17	-7	6	0.5
COC(=O)[C@@H]1C[C@@]2(O)[C@H](O)[C@H](O)[C@H](O)C[C@H]2N1Cc1ccc(C)s1	-3	.	-0.3	97	.	3	-5	.	-0.2
COc1cnn(-c2ccc(C)cc2)c(=O)c1SCc1ccccc1	-12	4	-2.5	104	3	8	-2	-9	-1.4
COc1ccc(-c2c(-c3ccc4c(c3)OCO4)noc2C)cn1	-15	6	-2.4	101	1	0	-7	0	-0.8
CCc1ccc(NS(=O)(=O)c2cc3c(cc2C)n(C)c(=O)c(=O)n3C)cc1	-5	23	2.1	96	4	0	0	-10	2.1
COc1ccccc1OCC(=O)NCC1CCCN(Cc2cnn(C(C)C)c2)C1 (configuration not stated)	-7	-4	-0.9	107	-2	4	-1	7	-0.5

Other results.
SMILES	OXTR potentiator	NALP1 yeast inh	OXTR agonist	MEKK2 WT-MEK5	PfM18AAP inh	MEKK2 mut-MEK5	GalR3 antag	GPR7 antagonist	V1aR counter
Cc1ccc(SCC(=O)OCC(=O)N(C)CC(=O)Nc2ccc(F)cc2)cc1	-1	.	8.9	.	.	.	-5	.	1.0
N#C/C(=C\C1=C(N2CCOCC2)C(=C\c2ccc(Cl)cc2)/CC1)C(=O)Nc1ccccc1F	1	16	3.0	.	-1	-9	-3	-9	2.2
O=C(CC1(O)C(=O)c2ccccc2C1=O)c1ccccc1	-5	19	0.8	87	-1	-3	-5	-12	1.1
CCOc1ccccc1NC(=O)c1ccc(S(=O)(=O)N(C)c2ccccc2)cc1	-2	.	0.0	.	.	.	-6	.	0.1
CCN1CCN(c2cc(C(C)(C)C)nc3c(-c4ccccc4)c(C)nn23)CC1	-1	19	1.3	147*	7	21	-8	4	1.5
Cc1cc(C)c(S(=O)(=O)N2CCCOC2CNC(=O)C(=O)NCCCn2ccnc2)c(C)c1 (configuration not stated)	1	13	0.0	98	-1	-1	-2	1	0.0
CCc1ccc(CN2CCCC(CCC(=O)N3CCN(c4ccccn4)CC3)C2)o1 (configuration not stated)	-4	.	-0.1	99	2	-1	-7	-14	-1.2
COc1ccc(NC(=O)C(c2ccc(OC)cc2)N(C)C(=O)CC2NC(=O)NC2=O)cc1 (configuration not stated)	-7	28	0.5	105	2	1	-5	-7	-0.1
O=C(CCc1ccccc1)Nc1c(F)c(F)c(F)c(F)c1F	.	16	.	103	-13	7	2	6	.
Cc1ccc(SCC(=O)O/N=C(\N)c2ccncc2)cc1	-1	18	0.7	104	-1	1	-5	-13	2.8
O=C(COC(=O)c1ccco1)Nc1ccc(Br)cc1	-5	7	1.3	96	-12	-9	-2	-10	0.7
Cc1sc2ncnc(NCCCN3CCCC3=O)c2c1C	-10	-4	0.4	101	-1	-3	-7	0	0.3
CC1Cc2ccccc2N1C(=O)COC(=O)CNC(=O)c1ccc(Br)o1 (configuration not stated)	-5	13	-1.5	110	-5	14	-2	4	0.2
O=C(NCCc1ccc(Cl)cc1)C1CCN(c2cnccn2)CC1	-1	27	-0.7	93	-5	-5	-2	-6	-0.8
COc1ccc(S(=O)(=O)N2CCc3ccccc32)cc1OC	-18	-4	2.5	112	1	4	-5	-13	4.6
Cc1cc(S(=O)(=O)Nc2ccc(N(C)C)cc2)c(C)s1	-8	0	-1.3	110	-19	6	-7	8	-1.1
Nc1nnc(SCC(=O)Nc2sc3c(c2C(=O)c2ccccc2)CCCC3)s1	0	19	-1.8	98	11	-1	-1	0	1.0
O=C(COC(=O)c1c2c(nc3ccccc13)/C(=C\c1cccs1)CCC2)Nc1ccccc1Cl	6	34	0.1	103	13	-2	1	-9	1.4
O=C(c1ccccn1)N(Cc1ccco1)C1(C(=O)NC2CCCC2)CCCCC1	0	26	1.1	105	2	2	-4	37*	2.0
Cc1cc(C)nc(/N=C(\N)Nc2ccc(C(C)C)cc2)n1	-16	8	14	94	1	-6	-8	3	15
Cn1cccc1Cc1nnc(SCC(=O)Nc2ccccc2)n1-c1ccc(F)cc1	-10	32	0.1	99	-5	0	-1	0	1.1
Cc1oc(-c2ccoc2)nc1CN(CC1CCC(=O)N1)C(C)C (configuration not stated)	3	-2	-1.0	87	4	-9	-3	-7	-1.5
COCCCNC(=O)c1ccccc1NS(=O)(=O)c1ccc(C)cc1	-14	2	-1.3	106	-5	5	-3	-8	-0.5

Of the compounds above, these have a cyano group:
SMILES	OXTR potentiator	NALP1 yeast inh	OXTR agonist	MEKK2 WT-MEK5	PfM18AAP inh	MEKK2 mut-MEK5	GalR3 antag	GPR7 antagonist	V1aR counter
CCOC(=O)c1cc(-c2ccccc2)nn1CCC#N	-8	13	-1.1	103	-2	3	4	-7	-1.2
N#C/C(=C\C1=C(N2CCOCC2)C(=C\c2ccc(Cl)cc2)/CC1)C(=O)Nc1ccccc1F	1	16	3.0	.	-1	-9	-3	-9	2.2

Assay outcomes: PubChem, several laboratories
